PPC-1+TRAIL kill = compounds killing PPC-1 cancer cells with TRAIL present (potentiator screen, no TRAIL-free arm); PPC-1 cells + TRAIL, ATPLite viability luminescence; cell killing (% activity), % at 4 µM; actives 0.41% (n = 220,000);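 active = cell killing above 50% in the first pass at 4 µM, then a duplicate retest at 5 µM averaging 50% or more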;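 also: plate controls were cells with TRAIL plus DMSO for no effect and medium-only wells lacking cells for full effect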
TRPML3 ag = activates the human TRPML3 channel | activation, % at 3 µM | HEK293 TRPML3-YFP, Fluo-8 calcium fluorescence; 100% = the carbachol control signal | Q8TDD5 | actives 0.29% (n = 220,000);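 active = activation above its plate's cutoff, the mean activation of the plate's test wells plus 3 SD, cut at about 12% in these data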;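 also: 0% = DMSO only wells and 100% = carbachol wells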
Target sequence (Q8TDD5 whole entry, looked up): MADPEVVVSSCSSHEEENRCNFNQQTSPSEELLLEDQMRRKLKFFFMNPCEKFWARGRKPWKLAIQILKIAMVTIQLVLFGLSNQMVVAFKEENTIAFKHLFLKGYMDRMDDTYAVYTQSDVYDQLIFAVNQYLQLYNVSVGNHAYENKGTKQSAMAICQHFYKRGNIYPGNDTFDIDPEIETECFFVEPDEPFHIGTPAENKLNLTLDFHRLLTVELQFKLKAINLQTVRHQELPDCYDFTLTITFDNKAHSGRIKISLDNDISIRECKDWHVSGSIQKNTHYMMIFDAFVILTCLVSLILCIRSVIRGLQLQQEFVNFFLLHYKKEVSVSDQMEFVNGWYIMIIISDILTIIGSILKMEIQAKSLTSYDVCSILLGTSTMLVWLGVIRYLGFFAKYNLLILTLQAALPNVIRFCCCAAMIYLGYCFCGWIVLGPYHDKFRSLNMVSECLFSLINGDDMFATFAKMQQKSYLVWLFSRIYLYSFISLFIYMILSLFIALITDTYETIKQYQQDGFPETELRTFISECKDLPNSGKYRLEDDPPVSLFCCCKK
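Material: HEK293 cells stably carrying human TRPML3-YFP; compound dosing: single dose, 3 µM final nominal compound, 0.3% DMSO final; incubation: 1-h 37 °C dye load, 5-s basal, 120-s post-compound reads; technique: Fluo-8 intracellular calcium fluorescence, excitation 470-495 nm, emission 515-575 nm; read-out basis: percent activation from peak-to-basal fluorescence ratio, scaled between DMSO and carbachol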
Wee1 degr inh = blocks degradation of human Wee1 kinase; AID 1321; HeLa Luc-Wee1K328M stability, luciferase luminescence; 100% = proteasome inhibitor MG132 effect; reporter increase, % at 5 µM; P30291; actives 1.2% (n = 220,000);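 active = activation above the mean of all tested compounds plus 3 SD, set per screening run, cut at about 8.8% in these data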;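 also: cells exposed to compound for 20 h before luminescence read; 0% = DMSO alone and 100% = MG132 at 30 µM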
TNF necrop inh = blocks TNF-alpha induced death of Jurkat FADD-/- cells | actives 0.068% (n = 220,000) | activation (protection from cell death), % at 10 µM | Jurkat FADD-/- TNF necroptosis rescue, ATP luminescence, 24 h; 0 = TNF only, 100 = no-TNF cells;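 active = activation, meaning protection from cell death, of at least 50% relative to plate controls; inactive = activation below 50%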;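 also: necroptosis triggered by 40 ng/mL TNF-alpha added together with compound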
Ba/F3 V617F tox = lowers viability of Ba/F3 cells expressing EpoR and JAK2V617F; ATP luminescence; inhibition, % at 5.6 µM; actives 1.1% (n = 220,000); AID 1446;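 active = inhibition above the campaign mean plus 3 SD over all tested compounds, cut at about 24% in these data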;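 also: cytokine-independent growth of Ba/F3 cells driven by EpoR plus mutant JAK2; 0% = DMSO-treated cells and 100% = JAK inhibitor I control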
RBBP9 inh = blocks human serine hydrolase RBBP9 | O75884 | recombinant RBBP9, FP-Rh probe fluorescence polarization | inhibition, % at 7.94 µM | actives 0.2% (n = 220,000);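 active = inhibition above the campaign mean of all tested compounds plus 3 SD, cut at about 14% in these data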;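 also: plate controls were DMSO wells with RBBP9 for no effect and wells lacking RBBP9 protein for full effect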
Target sequence (O75884 whole entry, looked up): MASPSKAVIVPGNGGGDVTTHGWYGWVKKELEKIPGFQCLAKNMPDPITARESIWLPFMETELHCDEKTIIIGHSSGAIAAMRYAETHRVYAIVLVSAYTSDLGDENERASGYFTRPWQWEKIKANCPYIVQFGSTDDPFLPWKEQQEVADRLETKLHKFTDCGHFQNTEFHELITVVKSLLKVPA
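System: RBBP9 protein / Quantity: 2.5 µM RBBP9 dispensing solution, before mixing / Also added: Serine-hydrolase probe FP-Rh, 375 nM pre-mixing / Dosing: 7.94 µM single dose, 0.794% DMSO / Timing: enzyme-compound preincubation 30 min, then probe labeling 45 min, 25 °C / Signal: FP readout at 525/598 nm / Controls: DMSO-treated enzyme wells and wells lacking RBBP9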
TRPN1 ag = zebrafish TRPN1 (NompC) channel agonism. actives 0.18% (n = 220,000). AID 1424. activation, % at 3 µM. HEK293 zebrafish TRPN1-YFP, Fluo-8 calcium fluorescence; 100% = response to 87 µM carbachol;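 active = activation above its plate's cutoff, the mean activation of test wells on that plate plus 3 SD, cut at about 19% in these data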;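 also: 0% = DMSO alone and 100% = 87 µM carbachol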
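Material – zebrafish TRPN1-YFP in HEK293 cells · Doses – 3 µM single point · Schedule – dye 1 h 37 °C plus 30 min RT · Signal – Fluo-8 calcium fluorescence, excitation 470-495 nm, emission 515-575 nm · Read-out – % activation versus carbachol response · Control set – carbachol high, DMSO low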
CHOP inhibitor = blocks CHOP induction under ER stress; CHO-K1 CHOP-promoter luciferase, tunicamycin-induced, 15-18 h; inhibition, % at 10 µM; actives 3.8% (n = 220,000); AID 2732;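 active = compounds that reduced the stress-induced luciferase reporter signal by more than about 70% of percent inhibition, limit read from the data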;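 also: 0% = tunicamycin plus vehicle and 100% = wells without tunicamycin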
BaF3 tox = parental Ba/F3 viability inhibition as JAK2V617F counter-screen. CellTiter-Glo ATP luminescence. inhibition, % at 5.6 µM. actives 1.1% (n = 220,000). AID 1486;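 active = inhibition above a per-campaign cutoff, the mean inhibition of all tested compounds plus 3 SD, cut at about 27% in these data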;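 also: 0% = DMSO wells and 100% = JAK Inhibitor I control wells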
* marks the source's active call; other numbers are inactive results.

Values run as follows: PPC-1+TRAIL kill, TRPML3 ag, Wee1 degr inh, TNF necrop inh, Ba/F3 V617F tox, RBBP9 inh, TRPN1 ag, CHOP inhibitor, BaF3 tox
> N#Cc1ccc(-n2nccc2-c2cnc3n(c2=O)CCS3)cc1
  -4, 1.0, 1, -0.6, -3, -1, -0.1, 18, -1
> CCOc1c(OC(C)=O)ccc(/C=C/c2ccc3cccc(OC(C)=O)c3n2)c1[N+](=O)[O-]
  9, 0.2, 4, -12, -2, 4, 0.1, 22, 3
> O=C(Nc1cccc2c1CCCC2)c1ccncc1
  14, 0.2, -2, -3.6, 3, -4, -1.3, 13, 5
> CCN1C(=O)C(CC(=O)N2CCN(C(c3ccccc3)c3ccccc3)CC2)N(CC)C1=O (configuration not stated)
  9, 0.1, -3, -0.9, -3, -1, 1.1, 13, 2
> Cc1cc(C(=O)NNc2cc(Cl)ccc2Cl)no1
  10, -0.6, 0, 0.9, -2, -8, -2.6, 2, -3
> COc1ccc(OCC(=O)Nc2ccc3c(c2)nc(CCN2CCOCC2)n3C)cc1
  2, 0.7, 9.1*, 2.1, 6, -4, 0.4, 4, 6
> O=C(Nc1ccc(F)cc1)c1ccccc1F
  17, 0.4, 6, -1.1, 2, -13, 1.1, -42, 5
> Cc1noc(C)c1COc1cccc(C(=O)N2CCN(C/C=C/c3ccccc3)CC2)c1
  25, 2.5, 0, -3.2, 2, -2, 7.0, 3, 7
> CCNS(=O)(=O)c1ccc(CCC(=O)O)cc1
  20, 1.4, 0, -0.7, -1, -5, 0.6, 2, 7
> N#CC(C(=O)c1ccco1)c1ccccn1 (configuration not stated)
  -5, -0.6, 2, 20, -3, -8, 0.1, -2, 3
> Cc1cc(C)cc(NC(=S)NCc2ccc3[nH]c4c(c3c2)CCCC4)c1
  -2, 0.0, 3, -27, -3, -6, -1.1, 55, 8
> COc1ccc(OC)c(NC(=O)c2cc3sccc3n2C)c1
  -2, -0.7, 0, -3.0, -1, -4, -1.4, 39, 6
> COc1ccc(-c2nn(-c3ccccc3F)cc2CNCCn2nc(C)cc2C)cc1
  22, -0.5, -3, 3.0, -2, -5, 0.0, -12, 5
> CCCn1nnnc1NC(=O)CSc1ccc(Cl)cc1
  -2, -0.1, 1, -1.5, -2, -7, 0.5, -11, 1
> CC1(C)C(c2ccccc2)=[N+]([O-])C2(CCCCC2=O)N1O (configuration not stated)
  26, 0.7, 0, -1.0, -4, 1, -0.3, -9, 1
> CNc1ccc(C(O)(C(F)(F)F)C(F)(F)F)cc1C(O)(C(F)(F)F)C(F)(F)F
  48, -0.1, 0, 1.3, -1, -1, 0.4, 45, 1
> O=C(O)c1ccc(COc2ccc3ccccc3c2)o1
  8, 0.5, 4, 0.0, 2, 1, 0.1, -9, 0
> Cn1c(Cl)c(C(=O)Nc2ccc(Cl)cc2)c2ccccc21
  3, 0.4, 6, -14, 5, 0, 1.9, -16, 10
> CCCCn1c(-c2csc(C(C)C)c2)n[nH]c1=S
  25, -0.3, 1, 1.4, 1, -4, -0.7, 5, 5
> COC(=O)C(C(=O)OC)c1ccc(N)cc1
  1, -1.0, 4, -0.1, 1, -2, 0.5, -14, 5
> CCOC(=O)Cc1csc(NS(=O)(=O)c2ccccc2)n1
  10, 1.4, 0, -2.4, 2, -8, 0.5, 9, 2
> CC1(C)CC(=O)c2cn3c(nc2C1)nc1ccccc13
  14, 0.0, -1, 0.6, 4, 0, 0.1, -7, 2
> O=C(O)c1cccnc1Br
  -5, 1.5, 0, -0.4, 2, -7, 1.1, 3, 7
> COc1ccc(NC2=CC(=O)CC(c3ccccc3)C2)cc1 (configuration not stated)
  -3, 0.8, -3, 1.3, 4, -2, -0.2, -16, 3
> COc1cccc(NC(=S)N/N=C2\CC3CCC2(C)C3(C)C)c1 (configuration not stated)
  24, -2.0, 2, 0.1, 3, 5, -2.5, 32, 4
> CCC(=O)Nc1nc(C)nc(C)c1C(C)=O
  -4, 0.3, 2, 0.2, 0, -6, 0.6, 13, 7
> N/C(=N\OC(=O)Nc1cccc(C(F)(F)F)c1)c1ccno1
  4, 0.7, 6, 2.8, -2, -2, -2.2, 8, -4
> O=S(=O)(c1cccc(S(=O)(=O)N2CCC(n3nnc4ccccc43)CC2)c1)N1CCCCC1
  20, 0.8, -1, -6.4, -1, -6, 0.5, 34, 5
> CCC1Oc2ccc(C)cc2N(CC(=O)NCCC2=CCCCC2)C1=O (configuration not stated)
  5, -0.2, 0, 0.6, 2, -6, -0.5, 54, 7
> C=C(C)c1ccc(C(C)(C)NC(=O)N2CCN(C)CC2)cc1
  42, 0.1, 1, -1.8, 4, -6, 0.9, -4, 2

Wee1 degr inh: hit marks shown above
compound	TRPML3 ag	Wee1 degr inh	RBBP9 inh	CHOP inhibitor
COc1ccc(OCC(=O)Nc2ccc3c(c2)nc(CCN2CCOCC2)n3C)cc1	0.7	9.1*	-4	4

5 structures out of the list, sorted by formula weight, largest number first.
Values run as follows: PPC-1+TRAIL kill, TRPML3 ag, Wee1 degr inh, TNF necrop inh, Ba/F3 V617F tox, RBBP9 inh, TRPN1 ag, CHOP inhibitor, BaF3 tox
> COc1ccc(NC2=CC(=O)CC(c3ccccc3)C2)cc1 (configuration not stated)
  -3, 0.8, -3, 1.3, 4, -2, -0.2, -16, 3
> CCCCn1c(-c2csc(C(C)C)c2)n[nH]c1=S
  25, -0.3, 1, 1.4, 1, -4, -0.7, 5, 5
> O=C(Nc1cccc2c1CCCC2)c1ccncc1
  14, 0.2, -2, -3.6, 3, -4, -1.3, 13, 5
> CCC(=O)Nc1nc(C)nc(C)c1C(C)=O
  -4, 0.3, 2, 0.2, 0, -6, 0.6, 13, 7
> O=C(O)c1cccnc1Br
  -5, 1.5, 0, -0.4, 2, -7, 1.1, 3, 7

(continued)
Values run as follows: PPC-1+TRAIL kill, TRPML3 ag, Wee1 degr inh, TNF necrop inh, Ba/F3 V617F tox, RBBP9 inh, TRPN1 ag, CHOP inhibitor, BaF3 tox
> CCCCCCN=C(C)c1ccccc1O
  15, -0.8, 7, 0.7, 4, -5, 1.2, -13, 1
> COC(c1ccccc1)c1nnc(CCC(=O)NCCC(C)C)o1 (configuration not stated)
  10, 0.4, -1, 0.2, -1, -5, 1.3, 1, 6
> Cc1cc(C)cc(Oc2ccccc2/C=N\O)c1
  29, 0.5, -1, -7.8, -4, -5, -1.8, 73*, 0
> COc1ccccc1NC(=O)CSc1nnnn1C
  -2, 0.7, 1, -0.2, 2, -1, 0.1, 16, 4
> O=C(CSc1nnc(Cc2ccccc2)o1)NCCN1C(=O)CSC1=O
  10, -0.1, 3, 1.0, 0, -11, 0.2, 19, -3
> Cc1nn(Cc2ccccc2)c2c1C(c1ccco1)C(C#N)=C(N)O2 (configuration not stated)
  36, 0.2, 2, -4.1, -2, -3, 0.3, -49, 1
> Nc1c(C(=O)N/N=C/c2ccccc2)cnn1-c1ccccc1
  26, 0.5, 2, 0.6, 2, -2, 0.7, 1, -2
> CCC1CCCCN1S(=O)(=O)c1ccc(S(=O)(=O)N(Cc2ccccn2)CC2CCCO2)cc1 (configuration not stated)
  28, 28*, 0, 5.0, 2, -8, 0.0, 19, 4
> CCCOc1ccc(C(=O)C(CN2CCCC2)c2ccccc2)cc1 (configuration not stated)
  16, -0.2, -1, -20, 65*, -5, 0.7, -57, 6
> COc1cc(OC)cc(C(=O)NCCCN2CCOCC2)c1
  4, 1.6, 1, -0.1, -2, -6, -0.4, 18, 1
> CCOc1cc(N2CCOCC2)c(OCC)cc1NC(=O)COC(=O)c1cccc2ccccc12
  24, 0.9, -1, 1.2, 2, -1, 0.3, 13, 11
> Nn1c(SCC(=O)Nc2ccc3c(c2)OCO3)nnc1C(F)(F)F
  10, 0.6, -2, -1.3, -3, -7, -0.4, -12, 3
> CC(=O)c1c(C(C)=O)c(C)n(-c2ccc(N)c(C)c2)c1C
  11, 0.9, 1, 0.0, 2, 6, 0.5, 27, 5
> CN(C)/C=N/C(=S)Nc1ccc(Cl)cc1Cl
  14, 0.1, 8, -1.8, 0, -3, -0.5, 3, 6
> CCc1nn(-c2cc(Oc3cccc4ccccc34)nc(-c3ccccc3)n2)c(N)c1C#N
  -9, 0.6, 1, -18, 3, 3, 0.5, 63, 2
> COC(=O)c1cccc(NC(=O)CSc2nnc(C)n2C)c1
  -14, 0.5, -3, 0.6, 1, -7, -1.2, -16, 3
> O=C(Cn1nc(-c2ccc(Cl)cc2)c2ccccc2c1=O)Nc1cccnc1
  16, 1.6, 4, -1.9, 5, -9, -1.0, 52, 7
> CN(C)c1nc(NC(C)(C)C)nc(SCC(=O)Nc2ccccc2)n1
  19, -1.0, -1, 1.4, 0, -1, -2.0, 24, 2
> S=c1[nH]nc(-c2cc(-c3ccccc3)n[nH]2)n1/N=C/c1cccc(Cl)c1
  4, 0.2, 2, -2.8, -3, -6, -1.6, -140, -3
> COc1ccc(Cl)cc1NC(=O)CCN1CCN(c2ccccc2C)CC1
  3, -0.2, -2, 0.9, 2, -5, -1.0, 56, 0
> Cc1ccccc1NNC(=O)C(=O)NNc1ccccc1C
  6, -0.1, 2, -1.0, 7, -1, 0.5, -4, 0
> COc1ccc(OC)c(C(=O)COC(=O)c2ccc(C)o2)c1
  25, 0.0, -1, 0.2, 2, -13, -0.7, -24, 1
> COc1ccc(C(=O)Nc2ccc(-c3nnn(CC(=O)N4CCN(C(=O)c5ccco5)CC4)n3)cc2)cc1
  6, 0.9, -4, -0.7, -2, 1, 2.7, -1, 5
> CCOc1ccc(N2C(=O)C3C4C=CC(CC4)C3C2=O)c([N+](=O)[O-])c1 (configuration not stated)
  -25, 4.6, 2, -1.4, 1, -12, 0.1, 19, 8
> CC(=O)Nc1ccc(NC(=O)c2sc3nc4c(c(-c5ccc(C)cc5)c3c2N)CCC4)cc1
  -3, 0.7, 0, 1.0, -1, -9, 0.3, 78*, 1
> COC(=O)c1ccc(Nc2cc(C)nc3ncnn23)cc1
  11, 0.6, -2, -0.3, -3, -9, -0.6, 32, -1
> CCC(C(=O)OC)n1cnc2c(nnn2-c2cccc(Cl)c2)c1=O (configuration not stated)
  7, 0.8, -1, 0.2, -3, -7, 2.4, 19, 3
> Cc1ccc(Nc2nc(N)c([N+](=O)[O-])c(NCCO)n2)cc1
  -14, -1.2, 3, -11, -1, -5, -4.0, 18, -3
> CC(C)c1ccc(Nc2cnn(C34CC5CC(CC(CC(=O)O)(C5)C3)C4)c(=O)c2Cl)cc1
  -40, 0.4, 0, 1.9, -6, -7, -0.1, -26, 1
> CNC(=O)c1c(C)noc1C
  13, -0.8, -2, -0.1, 0, -1, -0.2, 3, 3
